# PGC1a acetyl inh: inhibitors of PGC1a acetylation signal, primary screen, cell-based, U2OS, AlphaScreen, inhibitor mode | AlphaScreen anti-acetyl-lysine; with virally co-expressed GCN5 acetyltransferase | inhibition, % at 15.6 µM | actives 0.17% (n = 350,000) | AID 651687, 2012;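 active means every replicate shows inhibition of at least 40%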;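 further: 0% = neutral control wells and 100% = positive control wells; some results beyond the cut were filed as inactive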
# FN deposit inh: inhibitors of fibronectin matrix deposition, primary screen, AH1F cells, Alexa488-fibronectin fluorescence, plate reader; AH1F fibroblasts, overnight; AID 743247, 2014; actives 0.086% (n = 350,000); inhibition, % at 12.6 µM;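 active means mean inhibition across replicates of 30% or more, regardless of how many single replicates reach that level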;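 further: positive control wells lacked labelled fibronectin entirely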
#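 material = AH1F fibroblast monolayer depositing Alexa488-labelled fibronectin into matrix | amount = 10000 AH1F cells/well | buffer or medium = DMEM plus 2% serum, read in PBS | incubation = 1 h cell adhesion before compound, then overnight fibronectin incubation | detection = fluorescence at 485 nm excitation, 525 nm emission | evaluation = percent inhibition as loss of matrix-bound fibronectin fluorescence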
# EWS-Fli inh: EWS/Fli-driven NR0B1 reporter inhibitors, primary screen, A673 cells, NR0B1 luciferase, luminescence, MLPCN library; inhibition, % at 12.6 µM; actives 0.67% (n = 350,000); AID 651661, 2012; viability-normalised;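 active means mean inhibition of at least 50% after viability correction, with every replicate also passing that limit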;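 further: firefly luciferase signal divided by Alamar Blue viability fluorescence both relative to DMSO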
# Cneo AK release: Cryptococcus neoformans cell lysis inducers, primary screen, AK release luminescence, single concentration; C. neoformans lysis, adenylate kinase release luminescence, 4 h; normalised: neutral wells 0, clomiphene wells 100; lysis activity, % at 15 µM; actives 0.2% (n = 360,000); AID 651654, 2012;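 active means mean lysis activity across replicates of at least 80%, whatever share of replicates individually reach that level; inactive means mean lysis activity below 80%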
#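 Assay system: Cryptococcus neoformans yeast cells / Dosing: single-point compound dose / Timing: 4 h at 37 °C static, read 1 h later / Measured by: luminescence of released adenylate kinase using an AK detection reagent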
# LGR2 inh: inhibitors of bursicon-induced LGR2 CRE-luciferase signal, primary screen, cell-based, HEK293, CRE-luciferase reporter, bursicon stimulation; bursicon-stimulated, 4 h; inhibition, % at 9.99 µM; actives 0.35% (n = 380,000);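 active means drop in luminescence signal, shown as inhibition above about 50% in the replicate tests, limit read from the data, passing the limit was not always enough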;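 further: agonist challenge used bursicon conditioned medium at about half maximal strength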
# miR122 inh: miR-122 Renilla sensor signal increase in Huh7, primary screen, miR-122 inhibitor project, cell-based, single point, plate reader; Huh7 miR-122 Renilla luciferase sensor, 48 h; neutral wells = 0, positive control = 100; activation (reporter increase), % at 12.5 µM; actives 0.3% (n = 340,000); AID 602342, 2012;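 active means mean replicate activation score at least 90 and every replicate individually at or above 90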;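 further: higher luciferase means less miR-122 activity so hits act as miR-122 inhibitors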
# PAX8 reporter: inhibitors of PAX8-driven TPO luciferase reporter, primary screen, RMG-I cells, single concentration; SteadyGlo, 24 h; inhibition, % at 12.6 µM; actives 1.2% (n = 360,000); AID 652154, 2013;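 active means mean replicate inhibition at least 60% with every replicate also reaching 60%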;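 further: luciferase light reporting Pax8 driven TPO promoter activity; plate controls were median of neutral control wells for no effect and mitoxantrone controls for full effect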
# Casp6 inh: human caspase-6 inhibitors, primary screen, biochemical, VEID-R110 fluorescence, single point, set 2; purified caspase-6, Z-VEID-R110 cleavage fluorescence; inhibition, % at 12.5 µM; actives 0.53% (n = 350,000);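 active means mean inhibition across replicates at least about 35%, with every replicate also reaching that limit, limit read from the data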;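 further: 0% = median of neutral control wells and 100% = no fluorescence left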
# Target sequence (P55212 24-179 limits assumed): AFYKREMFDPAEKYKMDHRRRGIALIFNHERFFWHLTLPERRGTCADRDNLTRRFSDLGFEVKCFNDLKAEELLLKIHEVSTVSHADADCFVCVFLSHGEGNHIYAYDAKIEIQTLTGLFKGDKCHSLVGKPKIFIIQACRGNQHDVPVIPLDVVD
# Target sequence (P55212 194-293 limits assumed): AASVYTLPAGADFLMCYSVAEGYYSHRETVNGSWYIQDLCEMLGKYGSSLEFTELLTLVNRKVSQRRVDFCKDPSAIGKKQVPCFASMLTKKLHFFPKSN
# Starred values were filed as active, the others as inactive; / = no result given; & = joins results of further samples; [ ] = dose if it differs, or a comment.
SMILES,PGC1a acetyl inh,FN deposit inh,EWS-Fli inh,Cneo AK release,LGR2 inh,miR122 inh,PAX8 reporter,Casp6 inh
Cc1ccc(C)c(C(=O)CC2(O)C(=O)N(C)c3ccccc32)c1 (configuration not stated),5,/,9,-1,0,1,/,-3
CCCCCN(C(=O)NC(=O)NCCCC)S(C)(=O)=O,-3,17,/,1,/,-5,/,/
Cc1ccc(C(=O)Nc2ccsc2C(=O)O)cc1,/,1,-93,/,-47,/,-91,4
CCn1cc(C(=O)O)c(=O)c2cc(F)c(N3CCN(C(=S)NC(=O)c4ccccc4Cl)CC3)cc21,-2,-6,5,1,19,-10,-8,19
CN1CCN(C2=Nc3ccccc3Oc3ccc(Cl)cc32)CC1,9,-16&-2,-2,7,18,5,23,1
COc1ccc(F)cc1-c1cc(NC=O)c2ncc(-c3cccc(C(=O)N(C)C)c3)n2c1,/,6,15,1,0,-4,68*,3
CC(=O)Nc1ccc(S(=O)(=O)N(C)CC(=O)OCC(=O)N(CC(C)C)C2CCS(=O)(=O)C2)cc1 (configuration not stated),/,0,4,2,3,-2,-13,-1
CCCN(C)C[C@@H]1Oc2cc(C#CC(C)C)ccc2S(=O)(=O)N([C@@H](C)CO)C[C@H]1C,-13,-4,13,50,17,6[16.7 µM],-5,0
N#C[C@H]1[C@@H](c2ccccc2C2=CCCCC2)[C@@H](CO)N1C(=O)NC1CCCCC1,-6,-11,5,/,6,/,/,2
COc1ccc(CN(C)C[C@H]2Oc3c(NC(=O)Nc4ccc(F)cc4)cccc3C(=O)N([C@@H](C)CO)C[C@@H]2C)cc1,0,/,-1,-2,-17,0[16.7 µM],-3,0
CC(C)CC1NC(C(=O)O)Cc2c1[nH]c1ccccc21 (configuration not stated),17,6,-2,-4,12,1,-7,3
Cc1ccc(NC(=O)Cc2nnc(SCC(=O)NC3CCCC3)n2C)cc1C,/,17,2,-4,0,/,2,/
COc1ccc(S(=O)(=O)Nc2ccc3c(c2)C(=O)N([C@H](C)CO)C[C@H](C)[C@@H](CN(C)C(=O)Nc2ccc(C(F)(F)F)cc2)OCCCC[C@H](C)O3)cc1,-1,-8&-9,3&5,-1&-1,13,-5,34&35,0&-2
Cn1cnc(S(=O)(=O)N2C[C@H](O)COC[C@H]3O[C@@H](CC(=O)NCc4cc(F)cc(F)c4)CC[C@@H]32)c1,6,-9,3,51,10,14[16.7 µM],-20,0
COc1ccc(C2N(c3ccc(Cl)cc3)N=C(C(C)=O)N(C)N2C(C)=O)cc1 (configuration not stated),/,4,-5,/,4,/,-2,1
COc1ccccc1OCC(=O)N/N=C/c1c(O)ccc2ccccc12,/,15,/,-1,7,10,53,-1
CCCNC(=O)c1c(Cl)cnn1-c1ccc(C)cc1,-4,8,-130,5,-82,-4,-169,0
COc1ccc(OC)c(CN2C(=O)CN(S(C)(=O)=O)CC2(C)C(=O)NCc2ccccc2)c1 (configuration not stated),/,11,-15,/,-2,/,-11,0
O=C(O)CCCCCNC(=O)c1ccc(C(=O)NCCCCCC(=O)O)cc1,4,-1,-1,2,12,6,15,3
O=C(O)c1cc([N+](=O)[O-])ccc1NCc1ccccc1,/,-1,1,/,0,/,9,2
O=C(Cc1cccc2ccccc12)Nc1nnc(-c2cccc([N+](=O)[O-])c2)s1,/,5,-11,5,-12,/,-5,-4
CC(C)Oc1ccccc1/C=N/n1nnnc1N,-5,-2,-3,/,-1,/,4,5
CCCCOc1ccc(C2C(C(=O)c3ccc(C)o3)=C(O)C(=O)N2CC2CCCO2)cc1 (configuration not stated),/,1,1,/,/,/,12,3
O=C(Cn1nnc2ccccc2c1=O)Nc1cccc(S(=O)(=O)N2CCOCC2)c1,/,2,7,/,-8,/,14,/

# Ordered by length of the SMILES (high to low): 10 of the compounds above.
SMILES,PGC1a acetyl inh,FN deposit inh,EWS-Fli inh,Cneo AK release,LGR2 inh,miR122 inh,PAX8 reporter,Casp6 inh
COc1ccc(S(=O)(=O)Nc2ccc3c(c2)C(=O)N([C@H](C)CO)C[C@H](C)[C@@H](CN(C)C(=O)Nc2ccc(C(F)(F)F)cc2)OCCCC[C@H](C)O3)cc1,-1,-8&-9,3&5,-1&-1,13,-5,34&35,0&-2
COc1ccc(OC)c(CN2C(=O)CN(S(C)(=O)=O)CC2(C)C(=O)NCc2ccccc2)c1 (configuration not stated),/,11,-15,/,-2,/,-11,0
CCCCOc1ccc(C2C(C(=O)c3ccc(C)o3)=C(O)C(=O)N2CC2CCCO2)cc1 (configuration not stated),/,1,1,/,/,/,12,3
O=C(Cc1cccc2ccccc12)Nc1nnc(-c2cccc([N+](=O)[O-])c2)s1,/,5,-11,5,-12,/,-5,-4
COc1ccc(C2N(c3ccc(Cl)cc3)N=C(C(C)=O)N(C)N2C(C)=O)cc1 (configuration not stated),/,4,-5,/,4,/,-2,1
O=C(Cn1nnc2ccccc2c1=O)Nc1cccc(S(=O)(=O)N2CCOCC2)c1,/,2,7,/,-8,/,14,/
O=C(O)CCCCCNC(=O)c1ccc(C(=O)NCCCCCC(=O)O)cc1,4,-1,-1,2,12,6,15,3
O=C(O)c1cc([N+](=O)[O-])ccc1NCc1ccccc1,/,-1,1,/,0,/,9,2
CCCNC(=O)c1c(Cl)cnn1-c1ccc(C)cc1,-4,8,-130,5,-82,-4,-169,0
CC(C)Oc1ccccc1/C=N/n1nnnc1N,-5,-2,-3,/,-1,/,4,5

# Next section.
SMILES,PGC1a acetyl inh,FN deposit inh,EWS-Fli inh,Cneo AK release,LGR2 inh,miR122 inh,PAX8 reporter,Casp6 inh
C/C(N)=C(/C#N)C(=O)CSc1cc(Cl)ccc1Cl,/,-1,/,-1,20,-3,-13,/
CC(C)CC(N)c1csc(NC(=O)Nc2ccccc2C(C)(C)C)n1 (configuration not stated),/,-1,12,1,2,1,7,0
CCc1ccc(NC(=O)N(CCN2CCOCC2)Cc2ccc3c(c2)CCCN3CC)cc1,-3,2,/,-6,-8,1,/,/
O=C(c1ccc2c(c1)OCO2)N1CCN(CCN2C(=O)c3cccc4cccc(c34)C2=O)CC1,9,-1,-1,0,-1,-22,9,0
OCCC1CN(Cc2nc3ccc(F)cc3[nH]2)CCN1C1CCCC1 (configuration not stated),4,3,-2,-1,13,-1,-10,1
COc1cccc(OC)c1CNC(=O)C1CCC(=O)N(CC2CCCCC2)C1 (configuration not stated),-12,-1,-21,-2,-5,-5,-8,-4
CC(=O)Oc1ccc(-c2cc3c(OC(C)=O)cc(OC(C)=O)cc3oc2=O)cc1,-7,/,17,-6,2,-4,/,4
CCOc1ccc(-n2c(N)c(C(=O)NCc3cccnc3)sc2=S)cc1,2,-3,/,2,/,-5,-9,/
O=C(Cc1ccncc1)NCC[C@@H]1CC[C@@H](NC(=O)Nc2cccc(F)c2)[C@@H](CO)O1,10,9,-14,-2,-7,/,12,-5
CC(=O)c1cc(C#N)c(SCCC(C)C)nc1C,4,/,-12,-1,-26,-1,/,4
Cc1ccc(NC(=O)CCCN2C(=S)NC(C)(C)CC2C)cc1 (configuration not stated),1,0,-6,/,-23,-1,-2,2
O=C(CCC(=O)Nc1ccccc1Cl)N/N=C1\CCCc2ccccc21,-3,-1,-5,0,/,1,-11,0
C[C@@H]1CCCCO[C@@H](CN(C)Cc2ccc(C(=O)Nc3ccccc3N)cc2)[C@@H](C)CN([C@H](C)CO)C(=O)c2cc(NC(=O)Nc3ccc(F)cc3)ccc2O1,12,1,-1,/,2,/,-10,1
CC1CCC(NCC(=O)Nc2cccc(S(N)(=O)=O)c2)CC1 (configuration not stated),7,-1,1,1,15,0,11,/
CC(=O)c1ccc(S(=O)(=O)NCC(=O)N2CCN(C/C=C/c3ccccc3)CC2)cc1,9,0,0,0,2,-10,-5,6
O=C(Nc1ccc(SC(F)F)cc1)c1ccc2c(=O)n3c(nc2c1)CCC3,-4,-8,-37,-3,-43,-5,-113,3
O=C(NCc1ccc(F)cc1)c1cc(C2CCCCN2S(=O)(=O)c2cccc3cccnc23)on1 (configuration not stated),0,/,13,1,8,-5,6,0
NC(=S)NN=C1CCCC(C(F)(F)F)C1 (configuration not stated),/,-8,8,/,-4,/,3,0
CC(=O)N1CCN(Cc2cc(=O)oc3cc(C)cc(C)c23)CC1,2,-11,-6,7,-27,2,-9,2
O=Cc1ccc2ccc3cccnc3c2n1,7,7,-5,0,8,-5,18,-1
O=S(=O)(Nc1ccc(S(=O)(=O)Nc2cccc3ccccc23)cc1)c1ccccc1,-2,0,/,-2,/,-7,-3,/
COc1ccccc1Nc1nc(NCCCCO)nc(N2CCCC2)n1,/,9,9,-1,9,/,3,7
CN(Cc1ccccn1)C(=O)C1CCC(=O)N(CCc2ccc(Cl)cc2)C1 (configuration not stated),-1,5,/,3,10,-2,-8,-3
C[C@H](CO)N1C[C@H](C)[C@H](CN(C)C(=O)Cc2ccccc2)OCc2cn(nn2)CCCC1=O,-5,-4,1,/,-4,1[16.7 µM],-3,/
O=C(CCC1CCCN(Cc2ccc3c(c2)OCCO3)C1)NCc1ccc(F)c(F)c1 (configuration not stated),/,1,3,0,-3,-5,-2,-2
CCc1ccccc1NC(=O)C1CCCN(S(=O)(=O)c2ccc3c(c2)CC(C)N3C(C)=O)C1 (configuration not stated),-9,0,12,0,/,-3,17,-4
O=C(Nc1cccc(C(=O)O)c1)/C(=C\c1ccccc1)NC(=O)c1ccccc1,/,-4,0,-2,-3,/,22,8
CCNC1CCC(Nc2ccnc3cc(Cl)ccc23)CC1 (configuration not stated),2,7,4,0,/,-2,19,-9
Cc1ccccc1-c1ccc([C@H]2[C@@H](CO)N3CCCCN(C(=O)Nc4ccccc4)C[C@@H]23)cc1,10,/,16,2,-4,-11[16.7 µM],11,0
Cc1ccc2c(cnn2C(=O)CCCC(=O)NCc2ccc(Cl)cc2)c1,12,-5,-7,-2,-16,1,-113,1
CCOc1cc(/C=N/Nc2nc(-c3cccs3)c(NC(C)=O)s2)ccc1O,1,-4,-6,/,-8,0,11,-1
CCc1c(C)c2c(C)nn(-c3ccccc3)c2oc1=O,-3,-2,/,2,/,-1,11,/
N#Cc1ccccc1S(=O)(=O)N1CCN(C(=O)CN2CCCC2c2cccs2)CC1 (configuration not stated),-4,-3,4,-2,10,-11,1,0
O=C(c1sc2cccc(Cl)c2c1Cl)N1CCN(CCc2ccccn2)CC1,-9,-6,/,11,3,-4,13,6
Cc1ccc(NC(=O)COC(=O)C2CC2)cc1S(=O)(=O)N1CCOCC1,/,4,5,0,-1,/,-9,-3
CN(C)S(=O)(=O)c1cccc(-c2csc(=Nc3ccccc3)n2CCCN2CCOCC2)c1,2,-4,8,1,-6,/,-8,-2
COc1ccc(CNCC(C)NCc2ccc(OC)c(OC)c2)cc1OC (configuration not stated),12,3,-9,-5,2,-4,28,-6
COc1cccc(-c2cc(-c3cccnc3)nc(N)c2C#N)c1,-1,2,7,2,-9,/,-4,1
Cc1ccc2[nH]c(=O)c(CN(Cc3cccnc3)Cc3nnnn3CC3CCCO3)cc2c1 (configuration not stated),-3,-5,0,0,-16,/,-2,0
COc1ccc(S(=O)(=O)Nc2ccc3c(c2)C(=O)N(C)C[C@H](OC)[C@H](C)CN[C@@H](C)CO3)cc1,-19,3,8,52,16,/,-13,-1

# Assay outcomes from PubChem BioAssay.
